Compound activity as filed in PubChem.
TbREL1 primary: TbREL1 inhibition, primary screen | TbREL1 RNA ligation, FRET fluorescence | inhibition, % at 9.66 µM | 89,000 tested, 0.49% active;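 active = inhibition above the mean inhibition across all screened compounds plus 3 SD, cut at about 11% in these data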;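 note: 0% = plate median of test wells and 100% = NSC42067 control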
Target sequence (P86926 whole entry, looked up): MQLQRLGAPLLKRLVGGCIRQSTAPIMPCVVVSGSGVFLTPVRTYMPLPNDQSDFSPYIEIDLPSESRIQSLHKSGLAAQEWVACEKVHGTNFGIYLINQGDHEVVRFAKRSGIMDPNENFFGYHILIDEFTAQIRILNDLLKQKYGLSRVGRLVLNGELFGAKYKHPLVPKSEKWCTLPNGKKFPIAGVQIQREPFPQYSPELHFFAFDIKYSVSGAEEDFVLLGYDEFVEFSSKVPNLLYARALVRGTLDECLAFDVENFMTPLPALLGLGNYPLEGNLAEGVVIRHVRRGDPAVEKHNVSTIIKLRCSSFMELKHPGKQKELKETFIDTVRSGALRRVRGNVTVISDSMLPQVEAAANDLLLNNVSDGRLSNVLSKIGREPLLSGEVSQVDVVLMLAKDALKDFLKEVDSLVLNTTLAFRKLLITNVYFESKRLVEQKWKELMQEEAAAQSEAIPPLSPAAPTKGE
Starred values were filed as active, the others as inactive. These rows are one share of the data, so the mix of outcomes need not match the whole.

TbREL1 primary	SMILES
0	Cc1ccc(C(C)C)cc1C(=O)CC1(O)C(=O)N(C)c2ccccc21 (stereo unspecified)
0	CCCc1cc(C(=O)Nc2cc(C)ccc2O)no1
-1	Cc1ccccc1-c1nnc(SCC(=O)NC2CCCC2)n1C
2	Cc1ccc(CNC(=O)CCC2CCCN(Cc3cccc4c3OCO4)C2)o1 (stereo unspecified)
2	CC(Sc1n[nH]c(-c2cccs2)n1)C(=O)Nc1ccccc1F (stereo unspecified)
-3	C[C@@H]1CN([C@@H](C)CO)C(=O)c2cc(N(C)C)ccc2O[C@@H]1CN(C)Cc1ccncc1
-1	Cc1cccc(Nc2nnc(-c3ccc(C(=O)N4C[C@H]5C[C@H](C4)c4cccc(=O)n4C5)cc3)c3ccccc23)c1
-2	CNC(=S)NNC(=O)Cc1ccccc1
1	Cc1ccc(CN(C)C(=O)c2ccc(NS(=O)(=O)c3ccc4[nH]c(=O)[nH]c4c3)cc2)cc1
4	Cc1cc(C(F)(F)F)cc(NNC(=O)NC(=O)c2ccccc2Cl)n1
1	O=C(Nc1ccc2nc3n(c(=O)c2c1)CCCCC3)c1ccccc1[N+](=O)[O-]
0	O=C(O)c1ccc(C2Nc3ccccc3C(=O)N2Cc2ccccc2)cc1 (stereo unspecified)
0	Cc1nc2sc(C)c(C)c2c(=O)[nH]1
1	Cc1cc(C)n(CCNC(=O)C2CCC(=O)N(CC3CCCCC3)C2)n1 (stereo unspecified)
-4	CCCN1CCN(S(=O)(=O)c2ccc3c(c2)CCC(=O)N3)CC1
-1	COc1ccc2c(c1)C(NC(=O)C(F)(F)F)CC2=O (stereo unspecified)
-1	O=C(N/N=C/c1cn(-c2cccs2)nc1-c1ccccc1)c1ccccc1O
2	CN(c1ccccc1)S(=O)(=O)c1ccc(Cl)c(C(=O)Nc2ccc(-c3nc4ccccc4[nH]3)cc2)c1
1	CC(Oc1ccc2ccccc2c1)C(=O)N/N=C/c1cccnc1 (stereo unspecified)
2	c1ccc(COc2nsnc2N2CCOCC2)cc1
-2	COc1cc(C2=NOC(C(=O)N3CCCCCC3)C2)cc(OC)c1OC (stereo unspecified)
4	COc1cccc(Cn2nnc(C(=O)Nc3ccc(C)cc3)c2N)c1
8	CC(C)CC1NC(=O)N(CC(=O)N2CCCc3ccccc32)C1=O (stereo unspecified)
-2	COC(=O)C1Cc2c([nH]c3ccccc23)CN1 (stereo unspecified)
-1	O=C(Nc1ccccc1Br)C1CCN(C(=O)Cc2ccccc2)CC1
2	N#Cc1nc(-c2ccccc2F)oc1NCCc1ccccc1
-8	CCCCC(=O)NC(c1ccc(C(C)C)cc1)c1ccc2cccnc2c1O (stereo unspecified)
6	O=c1c2cc3c(cc2[nH]c(=S)n1Cc1ccco1)OCO3
2	CCOc1ccc2oc(C(=O)OCC(=O)N3CC(C)OC(C)C3)c(C)c2c1 (stereo unspecified)
0	COc1ccc(S(=O)(=O)NN=C2CCCC2)cc1

Look-ups from above.
C[C@@H]1CN([C@@H](C)CO)C(=O)c2cc(N(C)C)ccc2O[C@@H]1CN(C)Cc1ccncc1 | TbREL1 primary: -3
O=C(O)c1ccc(C2Nc3ccccc3C(=O)N2Cc2ccccc2)cc1 (stereo unspecified) | TbREL1 primary: 0
O=C(Nc1ccc2nc3n(c(=O)c2c1)CCCCC3)c1ccccc1[N+](=O)[O-] | TbREL1 primary: 1
c1ccc(COc2nsnc2N2CCOCC2)cc1 | TbREL1 primary: 2
Cc1ccc(C(C)C)cc1C(=O)CC1(O)C(=O)N(C)c2ccccc21 (stereo unspecified) | TbREL1 primary: 0
COc1ccc2c(c1)C(NC(=O)C(F)(F)F)CC2=O (stereo unspecified) | TbREL1 primary: -1

Following part
TbREL1 primary	SMILES
-4	COc1ccccc1-n1cnc2cc(NCc3ccco3)ccc21
-3	CC(C)=CCC[C@H](C)C[C@@H]1Cc2[nH][nH]c(=O)c2[C@H](c2ccc(Cl)cc2)O1
-4	CCC(C)Oc1nc(C)cc(C)c1S(=O)(=O)c1ccccc1C (stereo unspecified)
-7	CC1=NC(=O)C(N=Nc2cccc(O)c2)N1c1ccccc1 (stereo unspecified)
1	Cc1ccc(S(=O)(=O)N2c3ccccc3C[C@H]2CCC(=O)c2ccccc2)cc1
-1	O=C(NCCc1ccccc1Cl)C1CCC(=O)N(CC2CCCCC2)C1 (stereo unspecified)
-1	O=S1(=O)CC(N2CCN(Cc3ccccc3F)CC2)CN1Cc1cn(Cc2cccc(Cl)c2)nn1 (stereo unspecified)
-1	CSC1=NCCN1C(=O)COc1ccc2ccccc2c1
4	COc1cccc(C2c3c(ncn(-c4ccccc4)c3=N)Oc3ccc4ccccc4c32)c1OC (stereo unspecified)
-1	CN(C(=O)CCCN1C(=O)c2ccccc2C1=O)C1CCCCC1
6	CN(C)CCOCCOc1ccc(Cl)c2ccccc12
5	CCCCC(CC)C(=O)Nc1cc(C(=O)NCc2ccc(C)cc2)ccc1N1CCC2(CC1)CC(c1cccc(Br)c1)=NO2 (stereo unspecified)
0	O=C(CS(=O)(=O)c1c[nH]c2ccccc12)NC1CCCCC1
3	O=C(CN(C(=O)CCC(=O)Nc1ccccn1)c1ccc(F)cc1)NCCc1ccccc1
4	COc1ccc(-c2csc(-c3cc4ccccc4oc3=N)n2)cc1
-1	O=C(CCN1C(=O)/C(=C/c2cccs2)SC1=S)Nc1cccc(C(=O)O)c1
0	Cc1ccc(S(=O)(=O)N(C)C)cc1NC(=O)CN1C(=O)NC2(CCCc3ccccc32)C1=O (stereo unspecified)
-3	COCCn1c(C)cc(C(=O)CSc2ncn[nH]2)c1C
39*	CC(C)(C)Sc1ccc(N)nc1
2	Cc1cccc(N(CC(=O)N2CCCCCC2)S(C)(=O)=O)c1C
-5	COc1cccc(NC(=O)CN(C)C(=O)c2ccc3c(c2)S(=O)(=O)N=C2CCCCCN23)c1
4	O=C1CC(Cc2ccc(Br)cc2)C(=O)N1c1ccccc1 (stereo unspecified)
0	COc1ccc(Br)cc1C(=O)Nc1ccccc1N1CCCC1
1	O=C(Nc1cccc(F)c1)OCCN1CCCC12CCC(c1ccccc1)CC2 (stereo unspecified)
-2	COCCN(C(=O)C1CC1)c1nnc(-c2ccc(C)cc2)s1
7	COc1ccc(C2/C=C\CN(C(=O)Oc3ccc(C(F)(F)F)cc3)CC(=O)N2Cc2ccc(F)cc2)cc1 (stereo unspecified)
2	CCc1cc2c(=O)[nH]c(CC(N)=O)nc2s1
-1	Cc1cc(C)cc(CC(=O)N2CCC2(C)C(=O)NS(=O)(=O)c2ccc(Cl)s2)c1 (stereo unspecified)
0	O=C(CCc1nc(-c2ccccn2)no1)NCc1ccc2c(c1)OCO2
2	C=CCN1C(=O)CN=C1Nc1cc(C)cc(C)c1

TbREL1 primary, entries above that show a hit.
TbREL1 primary	SMILES
39*	CC(C)(C)Sc1ccc(N)nc1

The results go on.
TbREL1 primary	SMILES
4	CC(C)NC(=O)C1CCN(c2cncnc2)CC1
5	COc1ccc(OCC(=O)N2CCN(C(=O)COc3ccc(Br)cc3)CC2)cc1
5	O=C(COC(=O)c1ccco1)NCC1CCCO1 (stereo unspecified)
0	COc1cc(NC(=O)CSc2nc(C)cc(=O)[nH]2)cc(OC)c1
7	CCCCOC(=O)C(C#N)c1nc2ccccc2nc1N1CCN(Cc2ccc3c(c2)OCO3)CC1 (stereo unspecified)
-2	O=C(CCn1nnc2ccccc21)N1CCN(c2ccccc2)CC1
2	O=C(CSc1nnnn1C1CCCC1)Nc1ccccc1F
5	Cc1ccc(N(C)C(=O)n2cnc3ccccc32)cc1
-3	COc1ccc(C(=O)Nc2ccc3c(c2)nc(CN2CCCC2)n3C)cc1
2	COc1ccccc1C(=O)NC1CCCCN(Cc2ccc(Cl)cc2)C1=O (stereo unspecified)
-3	Cc1ccn2cc(CNS(=O)(=O)c3ccc4ccccc4c3)nc2c1
-4	O=c1cc(N2CCN(c3cccc(C(F)(F)F)c3)CC2)[nH]c(=O)n1-c1ccccc1
1	COc1ccccc1OCC(=O)Nc1ccc(S(=O)(=O)N2CCOCC2)cc1
6	CCOC(=O)Cc1nnc(NC(=O)CSc2ccc(Cl)cc2)s1
1	C=CCC(CC=C)(NC(=O)c1ccccc1)c1ccccc1
-3	CC(=O)NC(c1cccs1)c1cc(Cl)c2ccccc2c1O (stereo unspecified)
3	COc1ccc(Cn2ccc3ccc(-c4ccc5ccn(Cc6cccc(F)c6)c5c4)cc32)cc1
1	Cc1c(C(=O)NC(=S)NCc2cccnc2)oc2ccccc12
1	Cc1ccc(C(O)c2ncc(-c3ccccc3Cl)[nH]2)cc1F (stereo unspecified)
-2	CCc1nnc(NC(=O)c2ccc(S(=O)(=O)N(CC)Cc3ccccc3)cc2)o1
1	CC[C@]12c3[nH]c4ccc(OC)cc4c3CCN1C(=O)C(CC(=O)NCCCn1ccnc1)C[C@@H]2C(=O)N1CCN(C(=O)c2ccco2)CC1 (stereo partly specified)
0	CC(=O)Nc1sc2c(c1-c1nc3ccccc3s1)CCN(C(C)=O)C2
1	CC1CCN(c2[nH]c(=S)c(C#N)c3c2CCCC3)CC1
-1	O=C(Cc1ccccc1)NCc1ccc2c(c1)OCO2
7	CC1Cc2nc(SCC(N)=O)n(C)c(=O)c2S1 (stereo unspecified)
-1	CCn1cc(C(=O)NCCCOC)c(=O)c2cc(S(=O)(=O)N(C)C)ccc21
-2	Cc1nc(Nc2cccc(C(C)O)c2)c2nnn(Cc3ccc(F)cc3)c2n1 (stereo unspecified)
3	COc1cccc(NC(=O)Nc2c(-c3ccc(F)cc3)nc3ncccn23)c1
5	CC(C)n1nccc1NC(=O)Nc1ccccc1
4	Cc1nc(-c2ccc(Cl)cc2)sc1C1(C)CC(c2ccccc2Br)=NO1 (stereo unspecified)

Reprinted from the part before: 2 entries; new compounds follow.
TbREL1 primary	SMILES
5	CC(C)n1nccc1NC(=O)Nc1ccccc1
4	Cc1nc(-c2ccc(Cl)cc2)sc1C1(C)CC(c2ccccc2Br)=NO1 (stereo unspecified)
-4	COCCN(CCOC)C(=O)COC(=O)c1ccc(Cl)c(S(=O)(=O)N(C)c2ccccc2)c1
0	Cc1cc(C)cc(OCC(=O)Nc2cccc(-c3nc4ncccc4o3)c2)c1
0	C(=C/c1ccnc2nc(SC/C=C/c3ccccc3)nn12)/c1ccccc1
-1	Cc1[nH]c(C)c2c(=O)n(Cc3ccccc3Cl)ncc12
1	Cc1cc(=O)[nH]c(SCC(=O)NCCc2ccccc2)n1
4	Cc1ccccc1OCC(=O)NN1Cc2ccccc2C1=N
2	COc1ccc(OCCN2CCC(C(=O)NC(c3ccc(Cl)cc3)c3cccnc3)CC2)cc1 (stereo unspecified)
7	NS(=O)(=O)c1cccc(NC(=O)CCS(=O)(=O)c2ccc(Cl)cc2)c1
2	Nc1ccc(N2CCN(c3ccc(Cl)c(Cl)c3)CC2)cc1
2	COc1ccc(NC(=O)C2CCCN(S(=O)(=O)c3ccc4[nH]c(=O)ccc4c3)C2)cc1 (stereo unspecified)
2	O=C(Nc1ccc2c(c1)C(=O)NC2=O)c1ccccc1
-1	CCCn1c(SCC(=O)N2CCCc3ccccc32)nnc1-c1ccco1
2	NS(=O)(=O)c1cccc(NC(=O)CCSc2ccccc2Cl)c1
0	COc1ccc(C)cc1S(=O)(=O)N1CCCC(C(=O)N2CCOCC2)C1 (stereo unspecified)
-1	COCCCNC(=O)C[C@H]1C[C@@]2(C(=O)OC)C(=C[C@H](C3CCCC3)O[C@@H]2C)N(Cc2ccco2)C1=O
1	COc1ccc(CC(=O)Nc2ncc([N+](=O)[O-])s2)cc1OC
0	Cc1nn(CC(=O)N(C)Cc2ccc(F)cc2)c(C)c1[N+](=O)[O-]
4	C/C(=N/NC(=O)c1ccccc1O)c1ccc(N2C(=O)C3CCCCC3C2=O)cc1 (stereo unspecified)
-2	O=C(/C=C\Nc1ccc2c(c1)OCO2)c1ccc(Cl)s1
3	C[n+]1cc[nH]c1SCC(=O)c1ccc(Cl)cc1
0	O=Cc1cccn1-c1ccc2ccccc2c1
9	Cn1c(=O)c2c(-c3ccccc3)n(-c3ccc(N)cc3)cc2n(C)c1=O
-1	COc1cccc(-c2ccc3nnc(SCC(=O)N4CCCC4)n3n2)c1
3	O=C(Cc1cccs1)Nc1nc2c(ccc3ccccc32)s1
3	Cc1ccc(S(=O)(=O)Nc2cccc3c2O[C@H](CN(C)Cc2ccccc2)[C@@H](C)CN([C@H](C)CO)C3=O)cc1
0	COc1ccccc1OCCC(=O)NNC(=O)c1ccccc1F
5	C/C(C=Nn1c(-c2ccc(F)cc2)n[nH]c1=S)=C/c1ccco1
-6	O=C(Nc1c(-c2ccccc2)[nH][nH]c1=O)c1ccco1
2	O=C1NC[C@H](Cc2ccccc2)N(C[C@@H]2CCCN2C[C@H](Cc2ccccc2)N2C[C@H](Cc3ccccc3)N(CCc3ccccc3)C(=O)C2=O)C1=O
7	COC(=O)c1ccc(NC(=O)Cn2nnc3ccccc32)cc1
-4	Cc1ccc(S(=O)(=O)N(C)c2ccc(OCC(=O)N3CCCCC3)cc2)cc1
6	CCN1C(=O)CSC1=Nc1ccccc1Cl
-3	COc1ccc(-c2cc3nc(C)c(CCC(=O)NCc4ccco4)c(C)n3n2)c(OC)c1
0	CC1(c2ccccc2)NC(=O)N(CC(=O)N2CCN(S(=O)(=O)c3c(F)cccc3F)CC2)C1=O (stereo unspecified)
0	COc1ccc(OC)c(S(=O)(=O)Nc2cnc3ccccc3c2)c1

Entries shown so far containing a COOH group, in the order listed:
TbREL1 primary	SMILES
0	O=C(O)c1ccc(C2Nc3ccccc3C(=O)N2Cc2ccccc2)cc1 (stereo unspecified)
-1	O=C(CCN1C(=O)/C(=C/c2cccs2)SC1=S)Nc1cccc(C(=O)O)c1
